Source: PubChem BioAssay
Rev-erbA mod: Rev-erb alpha (human) modulation. P20393. Rev-erbα–FITC-DNA binding, fluorescence polarization, 90 min. activity, % at 10 µM. 370,000 compounds, 0.79% hits. AID 1259318;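 active means activity above about 14%, limit read from the data; passing the limit was not always enough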;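 further: 0% = DMSO wells with 35 nM protein and 100% = DMSO wells with 750 nM protein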
ABHD4 inh: inhibits mouse alpha/beta hydrolase domain 4 | inhibition, % at 8.92 µM | 370,000 compounds, 0.54% hits | purified mABHD4, FP-Rh probe fluorescence polarization | Q8VD66;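 active means inhibition exceeding the mean over every tested compound plus 3 SD, cut at about 30% in these data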;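 further: 0% = plate median of compound wells and 100% = S159A mutant with DMSO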
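Assay system: Wild-type mouse ABHD4 protein | Medium: HEPES pH 7.0 buffer, 150 mM NaCl, 0.01% Pluronic F-127 | Incubation: Enzyme–compound pre-incubation 45 min, then probe 60 min, both 25 °C | Technique: Fluorescence polarization with parallel and perpendicular emission, 525/598 nm | Evaluation: % inhibition of FP-Rh probe binding versus controls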
MBD2 DNA inh: blocks human MBD2 binding to methylated DNA | Q9UBB5 | 370,000 compounds, 0.31% hits | AID 686964 | inhibition, % at 4.4 µM | TR-FRET, MBD2 binding to methylated oligonucleotide; in the data active means inhibition above about 13%
Target sequence (Q9UBB5 whole entry, looked up): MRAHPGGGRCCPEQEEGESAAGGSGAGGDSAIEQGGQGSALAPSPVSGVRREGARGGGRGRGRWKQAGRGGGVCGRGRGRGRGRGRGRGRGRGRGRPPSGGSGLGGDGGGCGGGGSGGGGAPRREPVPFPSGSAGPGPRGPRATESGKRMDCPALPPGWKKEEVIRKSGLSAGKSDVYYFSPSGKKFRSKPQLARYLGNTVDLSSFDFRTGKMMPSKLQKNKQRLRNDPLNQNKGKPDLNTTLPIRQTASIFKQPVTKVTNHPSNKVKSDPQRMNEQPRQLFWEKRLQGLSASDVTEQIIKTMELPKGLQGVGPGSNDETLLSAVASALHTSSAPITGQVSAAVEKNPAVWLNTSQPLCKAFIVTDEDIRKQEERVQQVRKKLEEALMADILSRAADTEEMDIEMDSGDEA
rCAG binder: molecules binding r(CAG) RNA repeats; 370,000 compounds, 1.3% hits; inhibition, % at 3 µM; r(CAG) RNA repeat, TO-PRO-1 dye displacement fluorescence; AID 651821;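 active means inhibition above the plate cutoff, the mean of all test compounds on that plate plus 3 SD, cut at about 35% in these data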;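 further: 0% = DMSO alone and 100% = 100 µM mitoxantrone as full dye displacement; higher means more dye released from RNA so lower well fluorescence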
PRMT1 FP inh: inhibitors of human PRMT1; 370,000 compounds, 1.3% hits; recombinant PRMT1, activity-based probe fluorescence polarization; inhibition, % at 2.79 µM; Q99873; AID 652257;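 active means inhibition above about 21% made by adding two undisclosed values, limit read from the data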
Target sequence (Q99873 whole entry, looked up): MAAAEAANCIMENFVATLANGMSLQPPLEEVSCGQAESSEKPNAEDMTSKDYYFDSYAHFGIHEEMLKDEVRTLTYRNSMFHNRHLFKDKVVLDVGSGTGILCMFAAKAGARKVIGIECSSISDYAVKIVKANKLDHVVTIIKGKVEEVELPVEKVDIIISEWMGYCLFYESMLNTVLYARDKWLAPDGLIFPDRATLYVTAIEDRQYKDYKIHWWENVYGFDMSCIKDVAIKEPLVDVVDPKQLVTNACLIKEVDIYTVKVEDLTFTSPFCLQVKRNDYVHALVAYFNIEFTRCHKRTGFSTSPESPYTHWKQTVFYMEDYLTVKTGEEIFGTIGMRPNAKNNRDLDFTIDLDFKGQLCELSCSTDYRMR
TCR CD3 inh: blocks the human TCR-CD3 interaction | TAMRA-labeled TCR probe fluorescence, biochemical | inhibition, % at 9.4 µM | 360,000 compounds, 0.37% hits; in the data active means inhibition above about 19%;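 further: recombinant mutant TCR 2C K166C tagged with TAMRA read by polarization; 0% = receptor in buffer alone and 100% = receptor with positive control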
PG9 Ab binder: binds the HIV-1 gp120 antibody PG9; 360,000 compounds, 0.43% hits; TR-FRET gp120-PG9 antibody binding; AID 624416; inhibition, % at 6.7 µM; in the data active means inhibition above about 8.5%
LEDGF integ inh: blocks HIV-1 LEDGF/p75-dependent DNA integration | TR-FRET IN-LEDGF/p75 DNA integration, Eu/Cy5 | inhibition, % at 3.7 µM | 370,000 compounds, 0.64% hits | AID 743269;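 active means inhibition above the screen-wide mean plus 3 SD, cut at about 13% in these data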;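 further: signal is the Cy5 over europium emission ratio at 671 and 618 nm; 0% = plate median of compound wells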
HTRA1 inhibitor: HTRA1 (human) protease inhibition | Q92743 | recombinant HTRA1, FP-rhodamine activity-based probe, fluorescence polarization | inhibition, % at 5.96 µM | 340,000 compounds, 0.5% hits | AID 504803; in the data active means inhibition above about 36%;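 further: 0% = enzyme with DMSO and 100% = wells lacking enzyme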
UHRF1 MBD2 ctr: blocks human UHRF1 binding to methylated DNA. Q96T88. UHRF1 binding to methylated oligo, TR-FRET. inhibition, % at 4.4 µM. 370,000 compounds, 0.75% hits. AID 687016; in the data active means inhibition above about 21%;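 further: UHRF1 SRA domain binding a hemimethylated CpG hairpin DNA probe; 0% = median of test compound wells and 100% = reference inhibitor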
An asterisk follows results filed as active; x = no result given. This is a subset, so the mix of outcomes need not match the whole.

Every second line gives: Rev-erbA mod | ABHD4 inh | MBD2 DNA inh | rCAG binder | PRMT1 FP inh | TCR CD3 inh | PG9 Ab binder | LEDGF integ inh | HTRA1 inhibitor | UHRF1 MBD2 ctr
1. O=C(c1ccco1)N1CCN(c2cc(=O)n(C3CCCCC3)c(=O)[nH]2)CC1
  -2 | -6 | 7 | 9 | 20 | -3 | 1.3 | 1 | -2 | 6
2. CC(C)(C)c1cc(C(=O)NNC(=O)c2ccc(Cl)cc2)no1
  4 | 1 | -1 | -4 | -3 | 5 | 0.1 | 2 | -9 | 2
3. COc1ccc2c(c1)OC[C@H]1[C@@H]2N2C(=O)[C@@H](C)NC(=O)[C@@]2(C)[C@H]1c1ccccc1
  1 | -4 | 0 | -1 | 1 | 3 | -0.9 | -2 | 2 | 0
4. O=C(COC(=O)CC1CCCCC1)Nc1c(Cl)cccc1Cl
  2 | 6 | 5 | -1 | 3 | -1 | 1.8 | -3 | -4 | 1
5. COC(=O)CC1C(=O)NCCN1C(=O)OC(C)(C)C (stereo unspecified)
  0 | 6 | -2 | 2 | -1 | -3 | 0.8 | 1 | 6 | 2
6. Cc1cc(N2CCN(C(C(=O)NC3CCCC3)c3ccco3)CC2)c2ccccc2n1 (stereo unspecified)
  -5 | 3 | 3 | 4 | 0 | 2 | -1.1 | -1 | x | -2
7. Cc1ccc(S(=O)(=O)N/N=C2\C(=O)C3(C)CCC2C3(C)C)cc1 (stereo unspecified)
  -1 | 8 | -4 | 0 | -2 | 5 | -1.4 | 7 | -2 | 2
8. COc1ccc2c(C)c(CCC(=O)NC3CC3)c(=O)oc2c1
  -3 | 2 | 3 | 1 | 1 | 5 | -0.7 | -5 | -1 | 0
9. CC(C)CC(NC(N)=O)C(=O)OCC(=O)N(Cc1ccccc1)Cc1ccccc1 (stereo unspecified)
  -2 | -4 | -5 | -10 | -8 | 0 | -1.9 | 4 | -5 | -1
10. CCOc1cccc(N(C(=O)Cc2cccs2)C(C(=O)NC2CCCCC2)c2cccn2C)c1 (stereo unspecified)
  8 | 2 | -1 | -5 | -1 | -11 | -1.0 | -6 | -28 | 10
11. COC(=O)c1cc2c(c3c4ccccc4n(S(=O)(=O)c4ccc(OC)cc4)c13)C(=O)N(Cc1ccco1)C2
  -2 | -6 | 3 | 25 | 6 | -1 | -0.1 | 3 | x | 2
12. COc1ccc(NC(=O)C2CCCN(S(C)(=O)=O)C2)cc1 (stereo unspecified)
  -2 | -5 | -1 | -3 | -2 | 9 | -0.2 | 7 | 1 | 2
13. Cn1c(C(=O)NCCc2ccccc2)cc(=O)n(C)c1=O
  -5 | 4 | 2 | 2 | 0 | 2 | 1.1 | -1 | 0 | -2
14. CC(NCC(=O)Nc1cc(S(=O)(=O)N2CCCCCC2)ccc1Cl)c1ccccc1 (stereo unspecified)
  4 | 9 | 1 | -1 | -3 | -2 | 0.0 | 5 | -32 | -1
15. Cn1c(=O)c2c(nc(CN3CCN(c4ccccc4F)CC3)n2CCN2CCOCC2)n(C)c1=O
  4 | -8 | 0 | -8 | 0 | 3 | -2.8 | 3 | 1 | -1
16. O=C(Nc1ccccc1)Nc1ccc(Br)cc1F
  1 | -11 | 7 | 3 | 3 | -9 | 0.1 | 0 | -11 | 1
17. C#Cc1cccc(OCC(C)CN2CCC(C(O)(c3ccccc3)c3ccccc3)CC2)c1 (stereo unspecified)
  -10 | 8 | 2 | 0 | -5 | x | x | 4 | x | -2
18. CCOc1c(Br)cc(C(=O)NCCCn2ccnc2)cc1OC
  -4 | -2 | 5 | -5 | 3 | 3 | 0.4 | 7 | 7 | 0
19. COc1ccc(CNC(=O)C2CCN(S(=O)(=O)c3ccc4c(c3)CC(C)N4C(=O)C3CC3)CC2)cc1 (stereo unspecified)
  3 | -1 | -6 | 1 | 3 | 10 | 0.6 | 1 | -9 | -1
20. COC(=O)c1cc(C(=O)OCC(=O)NC2CCCCCCC2)cc([N+](=O)[O-])c1
  1 | 0 | 1 | 3 | 0 | 2 | -2.3 | -1 | -1 | -3
21. Fc1ccc(-c2cc(C(F)(F)F)nc(NCC3CCCO3)n2)cc1 (stereo unspecified)
  1 | -7 | 2 | -5 | 0 | 9 | -0.7 | -2 | -10 | 4
22. O=C(Nc1nc(-c2ccc(Cl)s2)cs1)c1ccncc1
  x | -11 | 0 | 6 | 9 | -1 | -0.5 | -3 | 3 | 5
23. O=C(CCNc1ccc(F)cc1)c1cccc([N+](=O)[O-])c1
  2 | 6 | -6 | 0 | 32* | 3 | -2.2 | 1 | 2 | -5
24. C=CCNC(=S)NNC(=O)c1ccc(OCCCC)cc1
  -2 | -9 | 12 | 3 | 0 | -3 | 2.7 | -2 | 0 | 4
25. O=C(Nc1ccc(N2CCOCC2)c(Cl)c1)c1ccc2c(c1)OCCO2
  3 | 4 | -1 | -4 | 3 | 2 | -0.2 | 6 | 0 | 2
26. O=C(NCC(c1ccco1)N1CCN(c2ccc(F)cc2)CC1)C(=O)NC1CC1 (stereo unspecified)
  -1 | 0 | -5 | -4 | 3 | -2 | 0.5 | -5 | -5 | 1
27. O=C(Nc1ccc2c(c1)OCCO2)C(C1CC1)n1c(=O)c(-c2ccccc2)nc2ccccc21 (stereo unspecified)
  0 | -12 | 0 | 12 | 2 | 0 | -1.6 | 2 | x | 3
28. CC(=O)N(C)/C=C1\Sc2ccccc2C1=O
  3 | -20 | -5 | 4 | 78* | -6 | -1.2 | 1 | 2 | 5
29. COc1cc(OC)cc(C(=O)NC(=S)Nc2cccnc2)c1
  -4 | -7 | -1 | 2 | 1 | -7 | -1.2 | 7 | -7 | 2
30. CCOC(=O)CNC(=O)CSc1nnc(-c2ccccc2)n1Cc1ccco1
  -8 | -5 | 1 | -2 | 0 | 5 | -0.7 | 3 | 4 | -3
31. O=C(Cc1ccc(Br)cc1)Nc1ncc([N+](=O)[O-])s1
  -10 | 3 | -1 | 14 | 3 | -11 | -0.6 | -2 | -4 | 0
32. N#CCC(=O)Nc1ccc(C(=O)OCc2ccccc2Oc2ccccc2)cc1
  7 | -44 | -2 | 10 | 3 | 1 | -1.5 | 2 | -69 | 1
33. CC1(C)OC(C)(C)/C(=C/Nc2ccccc2)C1=O
  -2 | -16 | -2 | -5 | 3 | -8 | -0.6 | 0 | 1 | 5
34. O=c1c2cccc(Cl)c2nc2n1Cc1ccccc1-2
  -3 | 4 | 1 | -1 | 3 | 5 | -4.1 | 2 | 14 | 12
35. CCSC1=N/C(=C\c2ccc3c(c2)OCO3)C(=O)S1
  3 | 6 | -1 | 5 | 1 | 7 | -0.3 | -3 | -5 | -1
36. CSc1cccc(NC(=O)c2cc(S(=O)(=O)N3CCCC3)cn2C)c1
  0 | -2 | 2 | 4 | -3 | -3 | -2.2 | 1 | -13 | 7
37. Cc1ccccc1C(=O)Nc1cccc(C(=O)Nc2ccccc2C(=O)O)c1
  -5 | -5 | 4 | 36* | 5 | -4 | -0.8 | -5 | -18 | 1
38. COc1cc(/C=C2\N=C(C)OC2=O)cc(OC)c1OC
  3 | 2 | -8 | 1 | -1 | 2 | -2.2 | 2 | 8 | -4
39. COc1ccc(S(=O)(=O)N2CCN(C(=O)CNC(=O)c3ccc4c(c3)OCO4)CC2)cc1
  -7 | 5 | -5 | -1 | -2 | 4 | -1.2 | 4 | 4 | -2
40. COc1ccc2nc(C)cc(SCC(=O)Nc3c(C)cccc3C)c2c1
  3 | 2 | -6 | 2 | -2 | 11 | 10* | 1 | 4 | -3
41. O=C(c1ccc2c(=O)n(CC3CCCO3)c(=S)[nH]c2c1)N1CCN(c2ccccc2)CC1 (stereo unspecified)
  -1 | -2 | -3 | 6 | 1 | 5 | -1.6 | 1 | -62 | 1
42. COc1ccc(C2c3[nH]c4ccccc4c3CCN2CCCn2cccn2)c(C)c1C (stereo unspecified)
  -4 | -2 | 3 | -2 | 1 | 1 | -0.6 | -7 | -31 | 1
43. CCOC(=O)Cn1cnc2sc(C(=O)OC)c(C)c2c1=O
  1 | 5 | -3 | 3 | -5 | 7 | -3.3 | 4 | 0 | -5
44. COc1ccc(C(=O)Nc2cccc3c2CCCC3)cc1
  1 | -1 | 1 | -4 | 14 | -3 | -1.2 | 4 | 0 | -2
45. Cc1cc(C)cc(C(=O)OCCCN(C)C2CN(Cc3cn(Cc4ccccc4C(F)(F)F)nn3)S(=O)(=O)C2)c1 (stereo unspecified)
  3 | -1 | 6 | 0 | 1 | x | x | 3 | x | 15
46. CC(C)c1ccc2c(c1)c(SC(C)(C)C)c(CC(C)(C)C(=O)O)n2Cc1ccc(Cl)cc1
  9 | 0 | 2 | 34 | -3 | -4 | -1.4 | 2 | -2 | 0
47. COc1cccc(OCC(=O)NNC(=O)C(=O)Nc2ccc(OC)cc2OC)c1
  9 | 5 | -5 | 7 | -1 | 9 | -1.6 | 3 | 1 | 0

9 entries from above, arranged by count of non-hydrogen atoms, falling.
Every second line gives: Rev-erbA mod | ABHD4 inh | MBD2 DNA inh | rCAG binder | PRMT1 FP inh | TCR CD3 inh | PG9 Ab binder | LEDGF integ inh | HTRA1 inhibitor | UHRF1 MBD2 ctr
11. COC(=O)c1cc2c(c3c4ccccc4n(S(=O)(=O)c4ccc(OC)cc4)c13)C(=O)N(Cc1ccco1)C2
  -2 | -6 | 3 | 25 | 6 | -1 | -0.1 | 3 | x | 2
27. O=C(Nc1ccc2c(c1)OCCO2)C(C1CC1)n1c(=O)c(-c2ccccc2)nc2ccccc21 (stereo unspecified)
  0 | -12 | 0 | 12 | 2 | 0 | -1.6 | 2 | x | 3
9. CC(C)CC(NC(N)=O)C(=O)OCC(=O)N(Cc1ccccc1)Cc1ccccc1 (stereo unspecified)
  -2 | -4 | -5 | -10 | -8 | 0 | -1.9 | 4 | -5 | -1
1. O=C(c1ccco1)N1CCN(c2cc(=O)n(C3CCCCC3)c(=O)[nH]2)CC1
  -2 | -6 | 7 | 9 | 20 | -3 | 1.3 | 1 | -2 | 6
25. O=C(Nc1ccc(N2CCOCC2)c(Cl)c1)c1ccc2c(c1)OCCO2
  3 | 4 | -1 | -4 | 3 | 2 | -0.2 | 6 | 0 | 2
2. CC(C)(C)c1cc(C(=O)NNC(=O)c2ccc(Cl)cc2)no1
  4 | 1 | -1 | -4 | -3 | 5 | 0.1 | 2 | -9 | 2
23. O=C(CCNc1ccc(F)cc1)c1cccc([N+](=O)[O-])c1
  2 | 6 | -6 | 0 | 32* | 3 | -2.2 | 1 | 2 | -5
38. COc1cc(/C=C2\N=C(C)OC2=O)cc(OC)c1OC
  3 | 2 | -8 | 1 | -1 | 2 | -2.2 | 2 | 8 | -4
16. O=C(Nc1ccccc1)Nc1ccc(Br)cc1F
  1 | -11 | 7 | 3 | 3 | -9 | 0.1 | 0 | -11 | 1
